VHR inh abs: DUSP3 (human) phosphatase inhibition. P51452. recombinant VHR phosphatase, pNPP absorbance. inhibition, % at 13.3 µM. 290,000 tested, 0.52% active. AID 1654; in the data active = inhibition above about 50%; note: some compounds called inactive have numbers as strong as hits
Target sequence (P51452 whole entry, looked up): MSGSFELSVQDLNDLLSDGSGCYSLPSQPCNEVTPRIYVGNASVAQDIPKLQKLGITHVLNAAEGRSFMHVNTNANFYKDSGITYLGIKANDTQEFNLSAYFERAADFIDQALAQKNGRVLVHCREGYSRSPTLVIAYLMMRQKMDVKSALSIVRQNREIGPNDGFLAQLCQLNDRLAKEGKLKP
Rv3671c inh: inhibitors of M. tuberculosis serine protease Rv3671c; inhibition, % at 5.96 µM; P9WHR9; 320,000 tested, 0.048% active; in the data active = inhibition above about 38%;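 note: extracellular domain of Rv3671c used as enzyme; 0% = enzyme with DMSO and 100% = no enzyme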
Target sequence (P9WHR9 whole entry, looked up, the tested form may be a part): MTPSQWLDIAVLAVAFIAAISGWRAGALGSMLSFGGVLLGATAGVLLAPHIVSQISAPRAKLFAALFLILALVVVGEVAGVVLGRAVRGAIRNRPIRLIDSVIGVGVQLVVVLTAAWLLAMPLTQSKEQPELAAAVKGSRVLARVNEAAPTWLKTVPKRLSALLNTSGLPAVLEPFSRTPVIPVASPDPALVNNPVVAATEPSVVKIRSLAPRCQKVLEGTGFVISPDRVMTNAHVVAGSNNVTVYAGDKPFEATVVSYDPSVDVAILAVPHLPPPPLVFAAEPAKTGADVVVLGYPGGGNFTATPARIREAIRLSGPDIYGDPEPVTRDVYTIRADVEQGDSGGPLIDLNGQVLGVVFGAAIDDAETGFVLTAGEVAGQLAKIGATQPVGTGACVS
CCHF vOTU inh: blocks the CCHF virus ovarian tumor domain protease | CCHFV vOTU protease, Pep-AMC fluorescence | inhibition, % at 11.5 µM | 370,000 tested, 0.55% active; note: 0% = vehicle wells with enzyme and 100% = no enzyme wells
UGM FP inh: Mtb UDP-galactopyranose mutase inhibition | 320,000 tested, 0.06% active | AID 504406 | P9WIQ1 | purified UGM, fluorescence polarization probe displacement | inhibition, % at 10 µM; in the data active = inhibition above about 10%, passing the limit was not always enough; inconclusive = no clear call, values can overlap the other calls
GDH-TPI inh: GDH-TPI coupled enzyme inhibition counter-screen; GDH-TPI coupled enzyme counterscreen, NADH absorbance; inhibition, % at 4.8 µM; 360,000 tested, 1.2% active;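 note: 0% = DMSO wells and 100% = wells lacking the enzyme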
Mtb FBA inh: Mtb fructose-bisphosphate aldolase inhibition; P9WQA3; purified M. tuberculosis FBA, fluorescence read-out; inhibition, % at 1 µM; 360,000 tested, 2.3% active; AID 588726; in the data active = inhibition above about 27%;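 note: 0% = vehicle and 100% = reference inhibitor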
FadD28 FP inh: inhibitors of Mycobacterium tuberculosis FadD28 bisubstrate binding. FadD28 bisubstrate probe binding, fluorescence polarization. inhibition, % at 12.5 µM. 360,000 tested, 0.22% active. AID 588549; in the data active = inhibition above about 8.5%, passing the limit was not always enough; inconclusive = no clear call, values can overlap the other calls
MazF activator: activators of E. coli MazEF toxin-antitoxin RNase; 350,000 tested, 0.32% active; P0AE70; activation, % at 20 µM; AID 504720; FAM/BHQ RNA-DNA oligo cleavage fluorescence, 5 h; in the data active = activation above about 50%
Target sequence (P0AE70 whole entry, looked up): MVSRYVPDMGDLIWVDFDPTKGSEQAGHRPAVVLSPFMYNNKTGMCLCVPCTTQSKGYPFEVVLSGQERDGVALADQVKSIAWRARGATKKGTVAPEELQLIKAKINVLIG
BoNT F protease: blocks Botulinum neurotoxin F light chain protease; Multiplex microsphere protease cleavage assay, flow cytometry; inhibition, % at 10 µM; 360,000 tested, 0.22% active; AID 588497; in the data active = inhibition above about 35%, passing the limit was not always enough; inconclusive = no clear call, values can overlap the other calls; note: plate controls were buffer without enzyme for full effect and enzyme alone for no effect
Mtb BioA inh: blocks M. tuberculosis BioA enzyme activity; inhibition, % at 9.99 µM; 360,000 tested, 0.096% active; purified M. tuberculosis BioA enzyme, plate reader; in the data active = inhibition above about 40%; inconclusive = no clear call, values can overlap the other calls
Starred values were filed as active, the others as inactive; ? = inconclusive; / = no result given. Cut-off read from the data, not from the text of the source, unless noted: active = inhibition above about 30%; inactive = the rest.

Results follow in this order: VHR inh abs	Rv3671c inh	CCHF vOTU inh	UGM FP inh	GDH-TPI inh	Mtb FBA inh	FadD28 FP inh	MazF activator	BoNT F protease	Mtb BioA inh
- CCOc1ccc(N(CC(=O)NCc2ccc(F)cc2)S(=O)(=O)c2c(C)noc2C)cc1
 : 23	5	4	-0.8	-1	-3	-2.7	8	-1	-1.9
- CCN1CCN(c2nc(C)nc3c2sc(=S)n3C)CC1
 : 3	/	15	/	35*	-1	-1.2	10	5	-1.0
- CCN1CCN(C(=O)CSCc2nc(-c3ccc(OC)c(OC)c3)oc2C)CC1
 : 38	2	-5	-1.6	9	4	-1.0	4	-6	-0.1
- Cc1c(Cc2ccccc2)c(=O)oc2c(C)c(OCC(=O)NCC3CCC(C(=O)O)CC3)ccc12 (stereo not drawn)
 : -4	-1	-3	1.0	9	27	-3.5	-1	-1	2.0
- CC(Cc1ccccc1)NC(=O)CCCN1C(=O)c2ccccc2C1=O (stereo not drawn)
 : 2	5	-5	0.0	-4	-3	-0.4	0	-30	/
- COc1cc(C(=O)N2CCN(S(=O)(=O)c3cc(C)ccc3C)CC2)ccc1OCC(=O)N1CCOCC1
 : /	/	6	/	-4	1	-3.1	5	-2	-0.8
- CSC(=NNC(=O)c1ccccc1O)SC
 : 16	7	25	0.6	12	0	-3.6	5	5	/
- CC(=O)Nc1cccc(NC(=O)c2ccccc2OCc2c(C)noc2C)c1
 : /	6	6	0.0	2	12	1.2	2	10	1.3
- CCc1ccccc1NC(=S)N(CCN1CCOCC1)C1CCN(C(C)=O)CC1
 : 19	-4	-1	0.1	18	3	-0.3	1	1	-0.7
- COc1ccc(C(Nc2cccc([N+](=O)[O-])c2)P(=O)(OC(C)C)OC(C)C)cc1 (stereo not drawn)
 : -6	3	7	1.5	3	12	-1.6	-4	-2	/

Carrying on.
Results follow in this order: VHR inh abs	Rv3671c inh	CCHF vOTU inh	UGM FP inh	GDH-TPI inh	Mtb FBA inh	FadD28 FP inh	MazF activator	BoNT F protease	Mtb BioA inh
- COc1ccc(C(=O)n2cnnc2N)cc1
 : 17	2	5	-0.4	0	3	-4.4	4	5	0.0
- CCCCN(C(=O)CSc1nnc(Nc2ccccc2)s1)c1c(N)n(CCC)c(=O)[nH]c1=O
 : 14	-3	3	6.7	3	-1	0.7	0	-1	/
- COc1ccc(Cc2nnc(NC(=O)c3c(-c4ccccc4)noc3C)s2)cc1OC
 : -5	-9	0	0.6	1	8	-3.2	/	-3	0.5
- COc1ccc(NC(=O)CSc2nnnn2C2CC3C=CC2C3)cc1 (stereo not drawn)
 : 4	-3	13	-1.8	-1	3	-2.9	20	7	/
- CC(C)(C)C(=O)COC(=O)CNC(=O)c1ccc(Oc2ccccc2)cc1
 : -31	-3	8	-1.5	7	1	-0.4	-6	/	1.1
- CCN(CC(=O)NCc1cccs1)C(=O)c1cccc(S(=O)(=O)Nc2cccc(C)c2)c1
 : /	-8	7	2.4	-5	0	-0.7	1	0	2.2
- COc1ccccc1N(CC(=O)NCCSC(C)(C)C)S(C)(=O)=O
 : 16	-2	7	6.8	1	1	-0.2	-10	-2	0.5
- COc1ccccc1C(=O)NCCCNc1ccc([N+](=O)[O-])cc1
 : 12	3	-12	2.0	-1	-1	-2.3	2	-3	/
- COc1ccc(NC(=O)CSc2nnc(NC(=O)C3CC3)s2)cc1OC
 : -5	4	3	-1.5	0	4	1.0	1	?	-0.5
- CCOC(=O)c1sc(=NC(=O)c2ccc(Cl)s2)n(C)c1C
 : -11	7	9	-2.4	21	0	1.1	6	5	/

(listing goes on)
Results follow in this order: VHR inh abs	Rv3671c inh	CCHF vOTU inh	UGM FP inh	GDH-TPI inh	Mtb FBA inh	FadD28 FP inh	MazF activator	BoNT F protease	Mtb BioA inh
- O=C(NCc1ccco1)/C(=C/C=C\c1ccccc1)NC(=O)c1ccc(Br)o1
 : 4	-5	4	-1.4	35*	-9	-3.0	1	-6	/
- O=C(CSc1cn[nH]n1)Nc1ccc(Cl)cc1Cl
 : 12	0	-7	3.1	-2	1	-3.2	13	-2	2.3
- COc1ccc(NC(=O)C2CC(=O)OC2(C)C)cc1 (stereo not drawn)
 : 5	6	-9	0.0	1	0	0.9	14	-22	-2.0
- CCN(CC(=O)Nc1ccc(OC)cc1)CC(=O)Nc1cccc(C#N)c1
 : 14	-13	-4	-1.5	8	4	-0.9	6	7	14
- CSc1cccc(NC(=O)CN(C)S(=O)(=O)c2ccccc2)c1
 : 7	7	-14	0.6	6	1	-1.4	-4	1	-0.2
- COc1cc(/C=C/C(=O)OCC(=O)c2ccc3c(c2)NC(=O)CO3)ccc1OC(F)F
 : /	1	-86	6.8	8	3	-1.1	-52	3	-1.8
- CC1=C(C)CC(C(=O)NCc2ccccc2F)C(C(=O)O)C1 (stereo not drawn)
 : 5	2	-6	1.7	7	1	0.0	/	32	-1.4
- Cc1cc(NC(=O)Cc2c(F)cccc2Cl)no1
 : 19	0	-5	1.8	9	-1	-2.0	-1	4	-11
- COc1cc(C(=O)NCC(=O)N/N=C(\C)Cc2ccccc2)cc(OC)c1OC
 : 0	7	-12	-2.5	-2	2	-3.4	8	-2	7.0
- CCOC(=O)c1c(C)n(Cc2ccco2)c2ccc(O)cc12
 : -3	-7	3	-0.2	-4	4	-3.7	9	?	0.5

Random excerpt: 2 entries already listed, in no set order.
Results follow in this order: VHR inh abs	Rv3671c inh	CCHF vOTU inh	UGM FP inh	GDH-TPI inh	Mtb FBA inh	FadD28 FP inh	MazF activator	BoNT F protease	Mtb BioA inh
- COc1cc(C(=O)NCC(=O)N/N=C(\C)Cc2ccccc2)cc(OC)c1OC
 : 0	7	-12	-2.5	-2	2	-3.4	8	-2	7.0
- CCN(CC(=O)Nc1ccc(OC)cc1)CC(=O)Nc1cccc(C#N)c1
 : 14	-13	-4	-1.5	8	4	-0.9	6	7	14

Continued.
Results follow in this order: VHR inh abs	Rv3671c inh	CCHF vOTU inh	UGM FP inh	GDH-TPI inh	Mtb FBA inh	FadD28 FP inh	MazF activator	BoNT F protease	Mtb BioA inh
- O=C(NC12CC3CC(CC(C3)C1)C2)c1c(Cl)cccc1Cl
 : 1	2	3	-1.6	9	0	-1.3	7	?	2.8
- COc1ccc(C2C(C#N)=C(N)OC3=C2C(=O)CCC3)cc1Cn1nc(C)c([N+](=O)[O-])c1C (stereo not drawn)
 : 9	-1	3	0.0	10	1	-2.2	7	-10	-0.1
- CC1S/C(=C(\C#N)C(=O)NCc2ccco2)N(c2ccc(F)cc2)C1=O (stereo not drawn)
 : 8	6	8	-1.6	-4	1	-4.5	1	4	1.6
- COc1ccccc1NCC(=O)NNCC(=O)Nc1ccc(F)c(Cl)c1
 : 14	4	4	-3.0	6	2	-0.3	12	1	-0.9
- CNC(=O)C(=O)Nc1nc(C23CC4CC(CC(C4)C2)C3)cs1
 : 21	-15	-16	2.9	2	2	0.5	-14	-10	/
- Nc1nnc(SCC(=O)NC2CCCCC2)s1
 : 22	0	14	-0.8	-2	-4	-4.4	13	-27	0.8
- CCOC(=O)N1CCN(S(=O)(=O)c2ccc(C(=O)Nc3sc4c(c3C#N)CC(C)(C)NC4(C)C)cc2)CC1
 : 24	-3	6	1.2	19	2	-0.1	4	1	-0.7
- COc1ccc(-n2c(SCC(=O)N3CCC(C(=O)O)CC3)nc3ccccc3c2=O)cc1OC
 : 15	-2	9	-2.1	2	4	-1.9	-25	4	-4.7
- COc1ccccc1CNc1cc(C)ccc1C
 : 10	-2	-19	0.4	11	1	-0.4	1	13	-1.5
- O=C(CN1CCN(c2ccccn2)CC1)Nc1ccc(Oc2ccccc2)cc1
 : 27	7	8	-0.7	10	1	-1.6	0	-6	-0.8

New compounds follow.
Results follow in this order: VHR inh abs	Rv3671c inh	CCHF vOTU inh	UGM FP inh	GDH-TPI inh	Mtb FBA inh	FadD28 FP inh	MazF activator	BoNT F protease	Mtb BioA inh
- O=C(NCCc1ccc(Cl)cc1Cl)c1cncc(Br)c1
 : /	-4	2	5.4	4	1	-2.5	9	-6	-0.8
- COCCNC(=O)c1cccc(NS(=O)(=O)c2cccc3cccnc23)c1
 : 2	1	-2	-2.6	8	-5	-0.2	4	-2	/
- COc1cc(/C(C)=N\NC(N)=S)cc(OC)c1OC
 : -2	7	-4	4.2	1	-1	-1.7	-6	5	-0.5
- CCN(CC(=O)Nc1ccccc1C(F)(F)F)C(=O)c1cc2c(s1)CCCCC2
 : /	6	12	0.4	-4	-1	-0.3	-2	-4	/
- Cc1c(Cl)cccc1NC(=O)CNC(=O)Cc1c[nH]c2ccccc12
 : /	-5	6	-1.7	18	0	-1.8	2	4	-0.1
- O=S(=O)(NCc1cc(-c2ccccc2)no1)c1ccccc1Cl
 : 43	-2	-13	1.4	0	-4	-2.2	5	-4	/
- O=C(CSc1nc(-c2ccco2)cc(C(F)(F)F)n1)NC1CCCCCCC1
 : /	-13	-4	0.9	20	1	0.1	1	-2	/
- COc1ccc(CN2CCNC(=O)C2CC(=O)N(C)CC2CCOCC2)c(F)c1 (stereo not drawn)
 : -7	-11	14	-1.1	10	0	-3.0	-1	-6	0.4

Gathered by group: the entries above containing four or more nitrogen atoms (14)
Results follow in this order: VHR inh abs	Rv3671c inh	CCHF vOTU inh	UGM FP inh	GDH-TPI inh	Mtb FBA inh	FadD28 FP inh	MazF activator	BoNT F protease	Mtb BioA inh
- CCN1CCN(c2nc(C)nc3c2sc(=S)n3C)CC1
 : 3	/	15	/	35*	-1	-1.2	10	5	-1.0
- CCc1ccccc1NC(=S)N(CCN1CCOCC1)C1CCN(C(C)=O)CC1
 : 19	-4	-1	0.1	18	3	-0.3	1	1	-0.7
- COc1ccc(C(=O)n2cnnc2N)cc1
 : 17	2	5	-0.4	0	3	-4.4	4	5	0.0
- CCCCN(C(=O)CSc1nnc(Nc2ccccc2)s1)c1c(N)n(CCC)c(=O)[nH]c1=O
 : 14	-3	3	6.7	3	-1	0.7	0	-1	/
- COc1ccc(Cc2nnc(NC(=O)c3c(-c4ccccc4)noc3C)s2)cc1OC
 : -5	-9	0	0.6	1	8	-3.2	/	-3	0.5
- COc1ccc(NC(=O)CSc2nnnn2C2CC3C=CC2C3)cc1 (stereo not drawn)
 : 4	-3	13	-1.8	-1	3	-2.9	20	7	/
- COc1ccc(NC(=O)CSc2nnc(NC(=O)C3CC3)s2)cc1OC
 : -5	4	3	-1.5	0	4	1.0	1	?	-0.5
- O=C(CSc1cn[nH]n1)Nc1ccc(Cl)cc1Cl
 : 12	0	-7	3.1	-2	1	-3.2	13	-2	2.3
- CCN(CC(=O)Nc1ccc(OC)cc1)CC(=O)Nc1cccc(C#N)c1
 : 14	-13	-4	-1.5	8	4	-0.9	6	7	14
- COc1ccc(C2C(C#N)=C(N)OC3=C2C(=O)CCC3)cc1Cn1nc(C)c([N+](=O)[O-])c1C (stereo not drawn)
 : 9	-1	3	0.0	10	1	-2.2	7	-10	-0.1
- COc1ccccc1NCC(=O)NNCC(=O)Nc1ccc(F)c(Cl)c1
 : 14	4	4	-3.0	6	2	-0.3	12	1	-0.9
- Nc1nnc(SCC(=O)NC2CCCCC2)s1
 : 22	0	14	-0.8	-2	-4	-4.4	13	-27	0.8
- CCOC(=O)N1CCN(S(=O)(=O)c2ccc(C(=O)Nc3sc4c(c3C#N)CC(C)(C)NC4(C)C)cc2)CC1
 : 24	-3	6	1.2	19	2	-0.1	4	1	-0.7
- O=C(CN1CCN(c2ccccn2)CC1)Nc1ccc(Oc2ccccc2)cc1
 : 27	7	8	-0.7	10	1	-1.6	0	-6	-0.8
